# p53 reactivation: qHTS assay for re-activators of p53 using a Luc reporter; AID 504706, 2011; H1299 p53-A138V BP100-luciferase reporter, luminescence, 24 h; Potency, µM (top dose mostly 92.2 µM), for the others: at the highest dose activity change, positive = activation, most hits filed as activators; 320,000 tested, 0.063% active; also: % of control where 0% means no effect; nearly all actives have a fitted effect of over 45% in size
#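 H1299 (p53-null), stable ts p53-A138V + BP100-Luc; 1000 cells/well, Opti-MEM/10% FBS; cpd 4 pt, 1:5; 24 h, 37 deg C, 5% CO2; detection reagent 10 min RT; luminescence.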
# RORgamma inh: qHTS for inhibitors of ROR gamma transcriptional activity. Nuclear receptor ROR-gamma (Mus musculus), P51450. Drosophila S2 Gal4-RORgamma UAS-luciferase reporter, 20 h. Potency, µM (titrated, usually from 53.6 µM), without a hit: at the top dose activity change, negative = inhibition, usual class: inhibitors. 310,000 tested, 5.4% active. AID 2551, 2010; also: % is scaled to controls: 0 for no effect and ±100 for the full control effect; nearly all actives have a fitted effect of over 60% in size
#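 Using a luciferase readout, inhibitors were identified by reduced reporter activity in Drosophila cells coexpressing a copper-inducible Gal4–ROR gamma fusion and UAS-driven Photinus luciferase, incubated 20 hr after 700 uM copper sulfate.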
# FLuc modulator: qHTS profiling assay for firefly luciferase inhibitor/activator using purifed enzyme and Km concentrations of substrates (counterscreen for miR-21 project) | 360,000 tested, 6.9% active | Potency, µM (doses to about 57.5 µM), for the others: top-dose activity change, negative = inhibition, usual class: inhibitors | AID 588342, 2011 | Luciferin 4-monooxygenase (Photinus pyralis), P08659 | purified FLuc, Km substrates, luminescence inhibition;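 also: plate controls were vehicle for no effect and reference inhibitor for full effect; nearly all actives have a fitted effect of over 55% in size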
# Target sequence (P08659 whole entry, looked up): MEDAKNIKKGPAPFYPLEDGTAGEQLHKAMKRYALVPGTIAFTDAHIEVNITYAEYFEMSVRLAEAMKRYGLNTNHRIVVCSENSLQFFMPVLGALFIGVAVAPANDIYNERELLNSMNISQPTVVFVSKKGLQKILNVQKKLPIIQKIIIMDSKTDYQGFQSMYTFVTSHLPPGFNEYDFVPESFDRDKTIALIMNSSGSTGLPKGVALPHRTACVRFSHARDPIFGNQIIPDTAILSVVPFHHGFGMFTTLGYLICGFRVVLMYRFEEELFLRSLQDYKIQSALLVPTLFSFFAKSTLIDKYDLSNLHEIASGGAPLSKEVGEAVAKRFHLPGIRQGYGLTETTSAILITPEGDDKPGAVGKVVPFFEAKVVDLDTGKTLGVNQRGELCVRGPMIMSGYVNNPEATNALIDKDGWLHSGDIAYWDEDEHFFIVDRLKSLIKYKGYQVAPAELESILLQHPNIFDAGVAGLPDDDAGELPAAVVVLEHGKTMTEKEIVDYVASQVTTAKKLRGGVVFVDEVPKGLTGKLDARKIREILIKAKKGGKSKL
#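 Purified P. pyralis luciferase, 10 nM final, with Km-level 10 uM D-luciferin and 10 uM ATP in 50 mM Tris acetate pH 7.5, 10 mM Mg acetate, 0.01% Tween-20, 0.05% BSA; 6-point qHTS titration about 60 µM downward; luminescence read.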
# MBNL1-CUG inh: qHTS Assay for Inhibitors of MBNL1-poly(CUG) RNA binding | TR-FRET MBNL1-His/biotin-(CUG)12 binding, 665/545 ratio | Potency, µM (highest dose often 57.5 µM), for the others: at the top dose activity change, negative = inhibition, hits mostly inhibitors | 280,000 tested, 0.036% active; active = well fitted inhibition curve with a large enough effect in the signal ratio, with a control signal flat, not every such curve was filed as active; inconclusive = small, poorly fitted or top-dose-only effect, or effect the other way, or a change in a side signal; inactive = no such curve, though single readings can be large or run the other way; the % refers to the signal ratio; also: % is scaled to controls: 0 for no effect and ±100 for the full control effect
# Target sequence (Q9NR56 whole entry, looked up): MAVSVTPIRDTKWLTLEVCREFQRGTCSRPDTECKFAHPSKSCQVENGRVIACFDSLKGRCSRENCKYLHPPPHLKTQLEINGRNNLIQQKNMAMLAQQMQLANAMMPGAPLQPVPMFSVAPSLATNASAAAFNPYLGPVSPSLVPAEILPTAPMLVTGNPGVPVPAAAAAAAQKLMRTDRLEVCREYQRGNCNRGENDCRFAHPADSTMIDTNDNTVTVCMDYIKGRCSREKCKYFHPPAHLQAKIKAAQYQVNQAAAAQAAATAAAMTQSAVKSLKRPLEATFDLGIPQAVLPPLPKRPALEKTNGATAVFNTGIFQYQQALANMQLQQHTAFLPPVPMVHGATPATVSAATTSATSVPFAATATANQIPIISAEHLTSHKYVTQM
#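 Ratiometric TR-FRET (665 over 545 nm, excitation 340 nm) tracks disruption of MBNL1-His/biotin-(CUG)12 complex after 60 min at room temperature, with compounds at 92 nM to 58 uM final.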
# Gal4-VP16 FLuc: VP16 counterscreen qHTS for inhibitors of ROR gamma transcriptional activity; Drosophila S2 Gal4-VP16 UAS-luciferase, luminescence, 20 h; Potency, µM (series often up to 53.6 µM), for the others: top-dose activity, negative = inhibition, hits mostly inhibitors; 310,000 tested, 3.5% active;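 also: Gal4-VP16 expression switched on by copper sulfate through the metallothionein promoter; % is scaled to controls: 0 for no effect and ±100 for the full control effect; nearly all actives have a fitted effect of over 50% in size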
# BRCA1 expr up: qHTS Assay to Identify Small Molecule Activators of BRCA1 Expression. MCF7-BRCA1-FFLuc reporter, luminescence, 48 h; response scale: scaled: vehicle 0%, 10 µM genistein 100%. Potency, µM (top dose mostly 46.1 µM), for inactives: top-dose activation, hits mostly activators. 380,000 tested, 1.1% active. AID 624202, 2012; also: nearly all actives have a fitted effect of over 80% in size; some results filed as inactive show a strong effect at the top dose
#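 First, MCF7-BRCA1-FFLuc cells (2000/well) attach for 2 h; next, compounds are pin-added and incubated 48 h at 37 °C; finally, luciferase reagent is added and luminescence read after 15 min.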
# uPA generation: qHTS for Inhibitors of Cell Surface uPA Generation. Potency, µM (titrated, usually from 38.3 µM), inactives show at the top dose activity change, negative = inhibition, usual class: inhibitors. AID 540303, 2011. 330,000 tested, 0.31% active. cell surface uPA generation assay, qHTS; active = well fitted inhibition curve with a large enough effect; inconclusive = small, poorly fitted or top-dose-only effect; inactive = no such curve, though single readings can be large or run the other way; tested in mouse RAW 264.7 cells; also: % is scaled to controls: 0 for no effect and ±100 for the full control effect; nearly all actives have a fitted effect of over 55% in size
# ELG1 genotox: qHTS screen for small molecules that induce genotoxicity in human embryonic kidney (HEK293T) cells expressing luciferase-tagged ELG1 | Potency, µM (top dose mostly 46 µM), for the others: at the highest dose activity change, positive = activation, hits mostly activators | AID 504466, 2011 | HEK293T ELG1-luciferase reporter, luminescence, 16 h | 330,000 tested, 1.3% active; also: % of control where 0% means no effect; nearly all actives have a fitted effect of over 60% in size
#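 Luminescence read-out: rising ELG1-luciferase signal, reflecting elevated ELG1 protein under genetic stress, flags genotoxic compounds. Cells were treated for 16 hr at 37 °C before ONE-Glo detection.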
# NPC1 promoter act: qHTS Assay for NPC1 Promoter Activators; Potency, µM (doses to about 9.22 µM), inactives show at the highest dose activation, most hits filed as activators; AID 485313, 2010; 320,000 tested, 2.4% active; Huh7 NPC1 promoter luciferase reporter, 24 h;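 also: % of control where 0% means no effect; nearly all actives have a fitted effect of over 60% in size; reporter is driven by a mutant NPC1 promoter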
#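 Readout is luciferase luminescence, reflecting NPC1 promoter activation in stably transfected Huh7 cells after 24 h compound exposure at 37 °C in reduced-serum medium with 10% FBS.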
# Rab9 promoter act: qHTS Assay for Rab9 Promoter Activators | Huh7 Rab9 promoter-luciferase reporter, luminescence, 24 h | Potency, µM (top dose mostly 9.22 µM), for the others: top-dose activation, negative = inhibition, most hits filed as activators | 320,000 tested, 2.8% active | AID 485297, 2010; also: % of control where 0% means no effect; nearly all actives have a fitted effect of over 60% in size
#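 Cell-based reporter: Huh7 stable for Rab9 promoter-driven luciferase, plated in reduced-serum medium with 10% FBS at 1500 cells/well, compound-treated 24 h at 37 °C, luminescence read after 10 min reagent.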
# * marks the source's active call; other numbers are inactive results; ? = inconclusive; · = not tested or not shown; [ ] = another dose, or the depositor's remark. Unless noted, calls follow the shape of the dose curve; as a rule, active = well fitted curve in the direction sought with a large enough effect; inconclusive = small, poorly fitted or top-dose-only effect, or another doubt; inactive = no such curve, though single readings can be large; an effect the other way counts as inactive or inconclusive. Potency is read from the fitted curve at half-maximal effect. Compounds as they come; any-hit rate near 13%.
No.	molecule	p53 reactivation	RORgamma inh	FLuc modulator	MBNL1-CUG inh	Gal4-VP16 FLuc	BRCA1 expr up	uPA generation	ELG1 genotox	NPC1 promoter act	Rab9 promoter act
1	CC(C)Cn1nc(NS(=O)(=O)c2ccccc2)c2cc3ccccc3nc21	-1%	21%	0%	-4%	0%	0%[1.84 µM]	3%	-3%	1%	2%
2	CCCCc1ccc(NC(=S)NCCN2CCOCC2)cc1	9%	10µM*	-1%	1%	?	-22%	-3%	-5%	0%	0%
3	CCn1c(SCC(=O)Nc2ccc(Br)cn2)nnc1C1CC1	16%	20%	0%	-3%	-6%	15%	3%	4%	3%	6%
4	O=C(O)c1cnn(-c2nc(-c3cccc([N+](=O)[O-])c3)cs2)c1C(F)(F)F	-3%	26%	-20%	?	-2%	-39%	-3%	4%	-4%	-3%[1.84 µM]
5	CN(Cc1ccccc1)C(=O)c1[nH]cnc1C(=O)NCC(=O)OCc1ccccc1	·	11µM*	-2%	-7%	-30%	-8%	-3%	0%	2%	0%
6	CC(=O)c1c(C)n(-c2ccc(C)cc2C)c2ccc(O)cc12	-3%	0%	0%	-5%	-13%	-6%	-5%	-8%	-3%	2%
7	Cc1ccc(S(=O)(=O)N2[C@@H](c3ccc(Cl)cc3)C(C(=O)O)=CC[C@H]2c2cccc(Cl)c2)cc1	4%	·	1%	·	·	20%	-7%	0%	0%	1%
8	Cc1c(NC(=S)/C=C2\N(C)c3ccccc3C2(C)C)c(=O)n(-c2ccccc2)n1C	-7%	13%	4%	10%	?	-12%	·	-5%	1%	-8%
9	Cc1cccc(NC(=S)NC2CCN(Cc3ccccc3)CC2)c1C	8%	?	-1%	·	-88%	-19%	-3%	-5%	-2%	-14%
10	N#Cc1ccccc1OCC(=O)N1CCN(C(=O)c2ccco2)CC1	5%	19%	3%	-2%	-8%	4%	6%	-1%	-3%	-1%
11	NS(=O)(=O)c1ccc(N=Nc2c(O)ccc3ccccc23)cc1	-7%	28%	-2%	?	-12%	-54%	-3%	-10%	7%	7%
12	N/C(Cc1cccs1)=N\OC(=O)COc1ccc(Br)cc1Cl	?	-11%	11µM*	-1%	0%	?	2%	?	?	25%
13	Cc1ccc(C2CC(c3cccc(Cl)c3)n3nc(N)nc3N2)cc1 (stereo not given)	-8%	-3%	-3%	?	1%	-3%	-9%	4%	-1%	-2%
14	O=C(CN1CCCC1)Nc1ccccc1Sc1ccccc1	5%	10%	-8%	-2%	2%	-13%	8%	-2%	-3%	-2%
15	COc1ccc(N2C(=O)/C(=C/c3cccnc3)NC2=S)cc1	-3%	-14%	-2%	30%[activator]	0%	17%	2%	2%	1%	-4%
16	O=C(NCCO)/C(=C/c1ccc2c(c1)OCO2)NC(=O)c1ccc(Br)cc1	-1%	32%	?	20%	5%	-7%	-3%	11%	25%	?
17	CN(c1cccc(NC(=O)CN(c2cccc(Cl)c2)S(=O)(=O)c2ccccc2)c1)S(C)(=O)=O	-10%	?	2%	0%	-3%	-40%	-12%	-10%	-2%	2%
18	COc1cc(CN2CCC(Oc3cc(C(=O)NC4CC4)ccc3OC)CC2)cc(OC)c1	15%	-3%	2%	2%	-3%	-25%	-3%	-3%	-1%	2%
19	COc1ccccc1N1CCN(CC(O)c2ccc3cc[nH]c3c2)CC1 (stereo not given)	1%	-29%	0%	?	-4%	7%	16%	-16%	-3%	-6%
20	CN1CCC(=NNC(=O)CN(c2cccc(Cl)c2)S(C)(=O)=O)CC1	0%	-8%	-2%	-5%	-4%	6%	6%	-10%	-1%	-1%
21	Nc1nc(NCc2c(F)cccc2Cl)nn1-c1ccccc1	27%	3%	0%[2.3 µM]	9%	?	19%	-3%	17%	1%	23%
22	CCn1c2ccccc2c2cc(NC(=O)COc3ccccc3OC)ccc21	-11%	?	-18%	-10%	-26%	-69%	-5%	0%	-17%	-24%
23	CC(=O)c1cccc(NC(=O)CCCSc2ccccc2)c1	5%	14%	?	-3%	6%	15%	-1%	0%	0%	-3%
24	CC(C)NS(=O)(=O)c1ccc(NC(=O)C(C)OC(=O)CCC2CCCCC2)cc1 (stereo not given)	1%	·	2%	·	·	-4%	10%	0%	-3%	1%
25	Cc1cc(C)c(C2C(C#N)=C(N)Oc3n[nH]c(C)c32)cc1CN1CCCC1 (stereo not given)	3%	7%	3%	8%	1%	1%	-14%	0%	0%	-4%

# Reprinted: nos. 19–25
No.	molecule	p53 reactivation	RORgamma inh	FLuc modulator	MBNL1-CUG inh	Gal4-VP16 FLuc	BRCA1 expr up	uPA generation	ELG1 genotox	NPC1 promoter act	Rab9 promoter act
19	COc1ccccc1N1CCN(CC(O)c2ccc3cc[nH]c3c2)CC1 (stereo not given)	1%	-29%	0%	?	-4%	7%	16%	-16%	-3%	-6%
20	CN1CCC(=NNC(=O)CN(c2cccc(Cl)c2)S(C)(=O)=O)CC1	0%	-8%	-2%	-5%	-4%	6%	6%	-10%	-1%	-1%
21	Nc1nc(NCc2c(F)cccc2Cl)nn1-c1ccccc1	27%	3%	0%[2.3 µM]	9%	?	19%	-3%	17%	1%	23%
22	CCn1c2ccccc2c2cc(NC(=O)COc3ccccc3OC)ccc21	-11%	?	-18%	-10%	-26%	-69%	-5%	0%	-17%	-24%
23	CC(=O)c1cccc(NC(=O)CCCSc2ccccc2)c1	5%	14%	?	-3%	6%	15%	-1%	0%	0%	-3%
24	CC(C)NS(=O)(=O)c1ccc(NC(=O)C(C)OC(=O)CCC2CCCCC2)cc1 (stereo not given)	1%	·	2%	·	·	-4%	10%	0%	-3%	1%
25	Cc1cc(C)c(C2C(C#N)=C(N)Oc3n[nH]c(C)c32)cc1CN1CCCC1 (stereo not given)	3%	7%	3%	8%	1%	1%	-14%	0%	0%	-4%

# Further structures
No.	molecule	p53 reactivation	RORgamma inh	FLuc modulator	MBNL1-CUG inh	Gal4-VP16 FLuc	BRCA1 expr up	uPA generation	ELG1 genotox	NPC1 promoter act	Rab9 promoter act
26	N#C/C(C(N)=O)=c1/ccc2c(c1)N1C3=C(CCCC3)CC3CCCCC31N=2 (stereo not given)	0%	-44%	8.5µM*	?	?	-20%	1%	-28%	-10%	-6%
27	O=C(NNC(=O)c1cccs1)c1ccc2ccccc2c1	1%	28%	-18%	9%	18%	?	0%	?	18%	?
28	O=C1C=C(c2cccc(CO)c2)C[C@@H](c2ccc3c(c2)OCO3)C1	-1%	·	0%	·	·	16%	-7%	2%	1%	-2%
29	CN(C)c1ccc(N=Nc2ccccc2C(=O)OCC(=O)N(C)C2CCCCC2)cc1	?	-18%	1.1µM*	?	-29%	20%	3%	0%	26%	?
30	O=C(COC(=O)CCC(=O)c1cccs1)Nc1cc(S(=O)(=O)N2CCOCC2)ccc1Cl	2%	38%	4%	5%	18%	-2%	-2%	-7%	-5%	-1%
31	CCCCOc1ccc(C(=O)NCC(=O)NCCCn2nc(C)cc2C)cc1	-1%	·	-17%	·	·	-5%	15%	-1%	0%	2%
32	CC1CN(S(=O)(=O)c2cc(C(=O)N(CCc3ccccc3)Cc3ccccc3)ccc2Cl)CC(C)O1 (stereo not given)	4%	·	2%	·	·	-66%	-11%	-11%	-2%	-4%
33	CCCOc1ccc(C(=O)C(CN2CCCC2)c2ccccc2)cc1 (stereo not given)	-24%	?	0%	-1%	?	-91%	-21%	-18%	-23%	-33%[inhibitor]
34	COc1cccc(-n2c(SCC(=O)NCc3ccco3)nnc2-c2c[nH]c3ccccc23)c1	-5%	0%	-14%	-3%	6%	-5%	7%	-10%	-2%	-4%
35	COc1ccc(NC(C)=O)cc1S(=O)(=O)Nc1ccccc1C(=O)NCCc1ccccc1	8%	?	17µM*	-4%	4%	0%	-1%	?	2.2µM*	2µM*
36	COc1cc(CNCCO)cc(Br)c1OCc1ccccc1Cl	-21%	-22%	6%	2%	0%	-66%	0%	-2%	-2%	-4%
37	O=C(CCC(=O)OCc1ccc(Cl)cc1)Nc1cccc([N+](=O)[O-])c1	0%	11%	-5%	?	-1%	-1%	3%	-3%	-1%	-3%
38	COc1ccc(S(=O)(=O)NCC2CCC(C(=O)O)CC2)cc1 (stereo not given)	-3%	-13%	0%	4%	-5%	-4%	0%	-1%	-2%	-9%
39	C=CCn1c(SCc2c(C)noc2C)nc2sc(C)c(C)c2c1=O	1%	-40%	5%	6%	-6%	-85%[inhibitor]	·	10%	-21%	-15%
40	Cc1nc2cc(NS(=O)(=O)c3cccc4cccnc34)ccc2s1	0%	15%[1.91 µM]	-4%	2%	-17%	-37%	-8%	-8%	0%	0%

# Source: PubChem BioAssay
